# Source: PubChem (National Center for Advancing Translational Sciences (NCATS))
# A549 viability – kills or reduces viability of A549 cells in Nrf2 counter-screen; A549 ARE-Fluc cells, CellTiter-Fluor viability, 18-24 h; Potency, µM (top dose mostly 46 µM), for the others: at the top dose activity change, negative = cytotoxicity, usual class: inhibitors; hit rate 0.16% among 390,000; AID 504648; note: potency is the fitted concentration of half-maximal effect; % is set by controls: 0 for no effect and ±100 for the full control effect
#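 A549 ARE-Fluc cells in 5% FBS OPTI-MEM, 5000 cells/well, rested 2 h then exposed to compounds in concentration-response for 18-24 h at 37 °C. Viability by CellTiter-Fluor fluorescence (Ex 405/Em 525) after 30 min; luciferase luminescence (BugLite, 15 min, RT) read afterwards.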
# MCF10A rereplic – induces DNA re-replication in MCF 10a normal breast cells. MCF 10A DNA re-replication, Hoechst nuclear intensity, 48 h. Potency, µM (highest dose often 46.1 µM), without a hit: at the highest dose activity, positive = re-replication, hits mostly activators. hit rate 2.9% among 350,000; note: potency is the fitted concentration of half-maximal effect; % of control where 0% means no effect; nearly all actives have a fitted effect of over 50% in size
# IL1B secr inh – blocks inflammasome-driven IL-1 beta release. THP-1 LPS/ATP IL-1B secretion, AlphaLISA, 16 h; active compounds read low. activity change, % at 57.5 µM. hit rate 4.7% among 360,000; in the data active = activity change below about -50%; inconclusive = mostly about -30% to -49%; note: % is set by controls: 0 for no effect and ±100 for the full control effect
#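 Secreted IL-1B measured by AlphaLISA bead assay after 16 h compound exposure of THP-1 cells; compounds (final up to 57.5 uM) added 1 h before LPS (250 ng/mL) and ATP (1.25 mM) stimulation; lower signal means less secretion.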
# Nrf2 activator – activators of Nrf2 (ARE) signaling. AID 624171. hit rate 0.31% among 410,000. AREc32 ARE-luciferase reporter (MCF7-derived line), luminescence, 24 h. Potency, µM (top dose mostly 46.1 µM), for inactives: top-dose activation, usual class: activators; note: potency is the fitted concentration of half-maximal effect; % of control where 0% means no effect; nearly all actives have a fitted effect of over 65% in size
#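 Nrf2 activation is followed as ARE-luciferase induction in the AREc32 line after one day of compound treatment; luminescence is read with Steady-Glo.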
# Nrf2 block – inhibitors of Nrf2 signaling. Potency, µM (doses to about 46 µM), without a hit: at the top dose activity change, negative = inhibition, usual class: inhibitors. AID 504444. A549 ARE-Fluc reporter, luciferase luminescence, 18-24 h. hit rate 2.1% among 360,000; note: potency is the fitted concentration of half-maximal effect; % is set by controls: 0 for no effect and ±100 for the full control effect; nearly all actives have a fitted effect of over 60% in size
#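 In this cell-based qHTS, ARE-driven firefly luciferase in A549 cells reports Nrf2 activity; the luminescent signal after BugLite lysis is the measured value, with a prior CellTiter-Fluor read for cell health.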
# HepG2 tox – HepG2 cytotoxicity, counter-screen for TGF-b inhibitors. HepG2 CAGA-GFP viability, ATP luminescence, 18 h. Potency, µM (titrated, usually from 46.1 µM), for the others: at the top dose activity change, negative = cytotoxicity, actives largely listed as cytotoxic. hit rate 0.76% among 410,000; note: potency is the fitted concentration of half-maximal effect; some results filed as inactive show a strong effect at the top dose
#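 HepG2 CAGA-GFP cells (1000/well, DMEM with 1% FBS) received compound, then TGF-beta at 500 pg/mL final, and were incubated 18 hours at 37 degrees C. Viability was read by CellTiter-Glo luminescence. Media-only wells were set as complete cell-killing and DMSO as no toxicity.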
# ATXN viability – reduces viability in counter-screen for ATXN expression inhibitors; S2 cells (HEK-293 line with an ATXN2-luciferase reporter) viability, CellTiter-Fluor protease fluorescence, 24 h; Potency, µM (titrated, usually from 56.7 µM), usual class: cytotoxic; hit rate 0.49% among 400,000; AID 651635; note: potency is the fitted concentration of half-maximal effect; nearly all actives have a fitted effect of over 40% in size
# ATXN2 expr inh – ATXN2 expression inhibition. HEK-293 ATXN2-luciferase reporter, luminescence, 24 h. Potency, µM (highest dose often 57 µM), without a hit: top-dose activity change, negative = inhibition, most hits filed as inhibitors. hit rate 0.72% among 360,000; note: potency is the fitted concentration of half-maximal effect; % is set by controls: 0 for no effect and ±100 for the full control effect; nearly all actives have a fitted effect of over 55% in size
#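 qHTS (up to 57 uM final) was run with 24 h compound exposure of reporter cells at 37 °C. Each well was multiplexed: SteadyGlo luminescence measured ATXN2-luciferase expression after a fluorogenic Gly-Phe-AFC viability readout (25 uM final).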
# TGFb SMAD3 inh – blocks TGF-b signaling. Potency, µM (doses to about 46.1 µM), inactives show at the highest dose activity, negative = inhibition, usual class: inhibitors. AID 588855. hit rate 1.2% among 410,000. HepG2 CAGA-GFP TGF-b/SMAD3 reporter, GFP fluorescence, 18 h; TGF-beta stimulated, 500 pg/mL final; note: potency is the fitted concentration of half-maximal effect; % is set by controls: 0 for no effect and ±100 for the full control effect; nearly all actives have a fitted effect of over 65% in size
#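 First, reporter cells (HEPG2 CAGA-GFP) rested 2 h at 37 degrees C. Next, compounds were pinned in and TGF-beta added to 500 pg/mL final. After 18 h, GFP was imaged per cell and summed per well.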
# * = called active by the depositor; i = inactive; ? = inconclusive; . = not tested or not shown; & = joins results of further samples; [ ] = dose if it differs, or a comment. Unless noted, calls come from the whole dose curve; as a rule, active = well fitted curve in the direction sought with a large enough effect; inconclusive = small, poorly fitted or top-dose-only effect, or another doubt; inactive = no such curve, though single readings can be large; an effect the other way counts as inactive or inconclusive.
SMILES,A549 viability,MCF10A rereplic,IL1B secr inh,Nrf2 activator,Nrf2 block,HepG2 tox,ATXN viability,ATXN2 expr inh,TGFb SMAD3 inh
Cc1n[nH]c(=O)nc1N/N=C/c1ccc(O)c([N+](=O)[O-])c1,-9%,?,0,0.1%[9.22 µM],16%,-28%,i,1%,-5%
CC1CC(C)CN(C(=O)COC(=O)c2cc(S(=O)(=O)N3CCOCC3)ccc2F)C1 (stereo not given),0%,?,-88*,-0.3%,-1%,-2%,i,-1%,0%
Fc1ccc(-c2csc(N3CCSCC3)n2)cc1,1%,-54%[inhibitor],-3,11%,5%,-10%,i,53%[activator],-4%
CCc1ccccc1NC(=O)CSc1nnc(CC)c(CC)n1,2%,.,.,-1.1%,?,3%,.,.,0%
Cc1ccc(Cl)cc1N1CCN(Cc2nc3ccsc3c(=O)[nH]2)CC1,-5%,13%,-7,2.1%,?,-25%,?,-10%,31%
C[C@@H]1CN([C@H](C)CO)C(=O)c2c(c3ccccc3n2C)-c2ccccc2CO[C@H]1CN(C)C(=O)CCC(F)(F)F,.,.,14,-0.2%,.,-37%,i,-11%,-1%
COc1ccc(NC(=O)CSc2nc(C)cs2)c(OC)c1,8%,-2%,8,1.6%,2%,8%,.,31%,-2%
CCNC(=O)CN(c1ccc(F)cc1)S(=O)(=O)c1ccc2c(c1)OCCO2,1%,9%,2,-0.1%,?,1%,i,-7%,-5%
C#CCn1cc(/C=N/NC(=O)COc2cccc3cccnc23)c2ccccc21,1%,?,-1,?,4%,-26%,i,-4%,-25%
COc1ccccc1N1CCN(C(=O)C2CCN(S(=O)(=O)c3ccc4c(c3)CC(C)N4C(C)=O)CC2)CC1 (stereo not given),11%,1%,22,-0.2%,-18%,-4%,i,-7%,-1%
COc1ccc(C(=O)Nc2ccc(C(=O)N3CCCC3)cc2)cc1[N+](=O)[O-],1%,27%,?,0.1%,?,-8%,i,-10%,-1%
CN(c1cccc(NC(=O)c2ccccc2N(C)S(C)(=O)=O)c1)S(C)(=O)=O,-5%,1%,54,-0.1%,4%,5%,i,-25%,5%
CCN(CC)C(=O)CC(c1ccccc1)c1ccco1 (stereo not given),1%,9%,-19,-0.1%,.,-3%,i,-4%,3%
COc1ccc(NC(=O)CC(c2ccccc2)c2ccco2)cc1 (stereo not given),0%,-1%,-5,-0.2%,0%,-18%,i,23%,1%
C/C(=N/NC(=O)CNC(=O)c1cccnc1)c1ccc([N+](=O)[O-])cc1,3%,1%,-15,-0.1%,-9%,0%,i,-10%,2%

# 3 compounds drawn at random from the list so far, as already listed:
SMILES,A549 viability,MCF10A rereplic,IL1B secr inh,Nrf2 activator,Nrf2 block,HepG2 tox,ATXN viability,ATXN2 expr inh,TGFb SMAD3 inh
Cc1n[nH]c(=O)nc1N/N=C/c1ccc(O)c([N+](=O)[O-])c1,-9%,?,0,0.1%[9.22 µM],16%,-28%,i,1%,-5%
Cc1ccc(Cl)cc1N1CCN(Cc2nc3ccsc3c(=O)[nH]2)CC1,-5%,13%,-7,2.1%,?,-25%,?,-10%,31%
C/C(=N/NC(=O)CNC(=O)c1cccnc1)c1ccc([N+](=O)[O-])cc1,3%,1%,-15,-0.1%,-9%,0%,i,-10%,2%

# Continued.
SMILES,A549 viability,MCF10A rereplic,IL1B secr inh,Nrf2 activator,Nrf2 block,HepG2 tox,ATXN viability,ATXN2 expr inh,TGFb SMAD3 inh
COc1ccc(/C=N/NC(=O)c2ccc(Br)cc2)cc1Cn1cc(Cl)cn1,4%,?,0,4.8%,10%,-21%,i,-19%,0%
FC(F)(F)c1ccccc1-n1c(CN2CCCCC2)n[nH]c1=S,1%,7%,33,-0.8%,?,25%,i,6%,0%
CCCN1C(=O)N(c2cccc(C)c2)C(C)(O)CC1(C)C (stereo not given),4%,13%,0,0.2%,-4%,9%,i,6%,?
COc1ccc(S(=O)(=O)N(CC(=O)NCc2cccnc2)c2ccc(C)cc2)cc1OC,0%,-33%[inhibitor],9,-0.2%,-11%,-1%,i,-1%,4%
COc1ccc(C2CC(c3cccc(OC)c3)n3nc(N)nc3N2)cc1 (stereo not given),-4%,6%,0,-0.7%,4%,-7%,i,9%,4%
Cc1cc(=O)n2nc(N3CCC(C(=O)Nc4c(F)c(F)c(F)c(F)c4F)CC3)sc2n1,-4%,0%,9,-0.4%,-5%,5%,i,5%,3%
Cc1ccc(NC(=O)C(OC(=O)c2ccc(F)cc2)c2ccccc2)cc1Cl (stereo not given),6%,0%,-28,0.6%,24%,6%,i,35%[activator],-10%
Cn1c(=O)c2c(nc(NC3CCCCC3)n2CC(=O)C23CC4CC(CC(C4)C2)C3)n(C)c1=O,0%,17%,-22,2.1%,-8%,-39%,?,?,2%
O=C(CN1CCSC1=NCc1ccccc1)c1ccc(Cl)c(Cl)c1,7%,-7%,-14,7.2%,6%,-6%,i,-7%,-24%
Cc1cccc(/C=N\NC(=O)c2ccc(Cl)cc2)c1O,2%,13%,118,-0.5%[9.22 µM],-16%,-43%,i,?,-21%
O=C(O)C(NC(=O)C1CCCN1C(=O)OCc1ccccc1)c1ccccc1 (stereo not given),1%,-6%,0,-0.7%,8%,-4%,i,1%,5%
Fc1ccc(N=Cc2ccc[nH]2)cc1,-7%,0%,14,0.4%,0%,6%,i,-3%,-6%
CC(C)(C)c1ccc(C2=CC(c3ccccc3F)n3ncnc3N2)cc1 (stereo not given),?,-1%,-27,6.6%,?,-5%,.,19%,4%
CC(O)c1nc2ccccc2n1CCCOc1ccccc1 (stereo not given),11%,-2%,63,0.2%,3%,-6%,i,-9%,12%
CCOC(=O)C(=NC(C)(C)C)NNc1cc(Cl)ccc1Cl,-3%,?,0,5.2%,21%,1%,i,1%,-6%
CC(=O)Nc1ccc(Nc2ncnc3c2cnn3-c2ccccc2)cc1,-7%,24%,-16,0.3%,?,4%,i,44%[activator],-13%
Cc1ccc(N2C(=O)CSC23C(=O)N(CC(=O)Nc2ccc(C(C)C)cc2)c2ccccc23)cc1C (stereo not given),-10%,.,.,0.4%,?,-5%,i,13%,0%
Cc1ccc(C(=O)Nc2cccc(C(=O)N/N=C/c3ccc(O)cc3)c2)cc1,3%,12%,-7,-0.9%,?,-1%,i,?,5%
COc1ccc(Cl)cc1NC(=O)CN(C)C(=O)c1cc(C)oc1C,6%,-1%,-20,-0.4%,-4%,5%,i,-5%,8%
OCC1(CCc2ccccc2)CCCN(CCCC(F)(F)F)C1 (stereo not given),13%,19%,-10,0.5%,13%,-14%,i,-1%,-22%
Cc1ccc(-n2c(C)cc(=O)cc2C)c(C)c1,1%,1%,8,-0.6%,2%,-6%,i,3%,14%
O=C(Nc1ccc(F)cc1F)c1ccco1,0%,6%,-5,-0.4%,10%,-3%,i,12%,-2%
O=C(N/N=C/c1cccc([N+](=O)[O-])c1)C1CC1c1ccccc1 (stereo not given),-3%,-2%,?,3.2%,?,0%,i,-22%,3%
COC(=O)C1CCN(Cc2ccc(C)cc2)CC1,18%,4%,13,-0.4%,.,-28%,i,0%,20%
Cc1ccc(Cn2c(=O)oc3ccccc32)cc1,8%,8%,?,-0.6%,-19%,-39%,i,-12%,-5%
CCOC(=O)C1OC1(c1ccccc1)c1ccccc1 (stereo not given),-1%,8%,-19,0.2%,-1%,-2%,i,0%,10%
Cc1c(CCC(=O)O)c(=O)oc2cc(O)ccc12,-21%,-1%,0,-0.8%,-17%,-6%,i,1%,0%
CCc1c(C)nc(SCC(=O)N2CCCCC2C)[nH]c1=O (stereo not given),5%,9%,20,-0.2%,9%,2%,i,.,-11%
Cc1ccc(-n2ncc3c2CC(C)(C)CC3NC(=O)c2ccccn2)cc1 (stereo not given),-12%,21%,-81*,0.2%,?,-14%,i,-18%,?
Cc1ccc(C)c(SCC(=O)NC(=O)NCc2ccccc2)c1,-1%,0%,-3,0.2%,-19%,4%,i,1%,-5%
COc1ccc(CN2CCC(=O)N([C@H](CO)Cc3ccccc3)CC2)cc1OC,-5%,-2%,10,-0.8%,7%,-4%&47%,i,8%,10%&13%
Cc1ccc(C2(O)C(=O)c3ccccc3C2=O)c(O)c1C,1%,38%,-11,3.0%,2%,17%,?,-3%,33%[activator]
Cc1c(C(=O)NN)nc2ccccn12,-2%,-3%,13,1.7%,-11%,-5%,i,.,-6%
COc1ccc(NS(=O)(=O)c2ccc(-c3cnc(C4CC4)o3)cc2)cc1OC,-16%,?,10,0.1%,?,-22%,i,.,-31%
Cc1nc(NCCCn2ccnc2)c2oc3ccccc3c2n1,-3%,5%,1,5.6%,15%,1%,i,-2%,18%
C[C@@]12C(=O)N(Cc3ccco3)CC(=O)N1[C@H]1c3cc(Cl)ccc3OC[C@@H]1[C@@H]2c1ccccc1,2%,12%,?,-0.1%,-23%,-12%,?,-8%,-17%
CC(=O)c1ccc(S(=O)(=O)N2CCn3cccc3C2c2ccc(F)c(F)c2)cc1 (stereo not given),-9%,.,.,7.1%,.,-15%,?,-21%,-11%
COCCNc1nc(-c2ccc(OC)cc2C)c2sc(-c3ccccc3)cc2n1,.,.,-11,5.4%,.,-10%,i,-11%,1%
O=C(NCCCN1CCN(c2ccccc2)CC1)c1ccc2nc(CCc3ccccc3)oc2c1,?,.,.,4.4%,.,-24%,.,.,-16%
COCCNC(=O)C(C)OC(=O)C1=Cc2ccccc2OC1 (stereo not given),1%,1%,-4,-0.8%,1%,-5%,i,.,-8%
c1cnc(SCCCOc2ccc3ccccc3c2)nc1,-6%,?,12,4.0%,20%,-23%,?,46%[activator],22%
O=C(CC1Nc2ccccc2NC1=O)NC1CCCCC1 (stereo not given),-21%,1%,4,-0.5%,?,-33%,i,-2%,0%
O=C(NCC1CC1)c1ccc(-n2ccnc2)c2ccoc12,.,.,6,3.8%,.,4%,i,10%,11%
